ABCB6 inh 2 = inhibitors of human ABC transporter ABCB6. K562-ABCB6 porphyrin accumulation, flow cytometry, 1 h; hits give low values. Q9NP58. fluorescence ratio to DMSO, % at 10 µM. hit rate 0.19% among 360,000;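 active = fluorescence ratio to DMSO below 75%, the collection mean minus 3 SD; inconclusive = too few cells collected in the well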;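 also: signal is porphyrin accumulated inside mitochondria; 100% equals median channel fluorescence of DMSO control wells; lower ratio means ABCB6 inhibition with less porphyrin fluorescence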
Cardio protect = myocardial damage modulation in H9c2 cells; H9c2 cardiomyocytes, H2O2 injury protection, ATPLite, 2 h; protection from H2O2 cell death, % at 20 µM; hit rate 0.63% among 360,000; AID 588492;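 active = compounds giving at least 50% protection of heart cells from peroxide-induced death in the single-dose screen, raw or plate-pattern-corrected value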;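 also: 0% = DMSO wells with peroxide and 100% = DMSO wells without peroxide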
Granule exo inh = blocks lytic granule exocytosis | TALL-104 LAMP-1 surface exposure, flow cytometry; cells stimulated with thapsigargin and PMA | inhibition, % at 10 µM | hit rate 0.66% among 360,000 | AID 651702;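 active = inhibition above about 55%, limit read from the data; inconclusive = no clear call, values can overlap the other calls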
aDG glyco act = increases alpha dystroglycan glycosylation. Pro5-aDG cells, alpha-DG glycosylation AlphaScreen (IIH6); 0% Pro5, 100% B10-LARGE cell signal. activation, % at 10 µM. hit rate 0.22% among 360,000;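 active = activation of at least 8% versus controls, or a plate z-score of at least 8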;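 also: Pro5 are CHO cells carrying HIG-tagged alpha-DG that lacks glycosylation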
MC4R antagonist = human MC4R antagonism in cAMP assay; hit rate 0.48% among 360,000; inhibition, % at 6.5 µM; P32245; MC4R-expressing cells, MTII-stimulated cAMP, LANCE TR-FRET; AID 540295;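 active = inhibition above its plate's cutoff, the mean of tested wells on that plate plus 3 SD, cut at about 29% in these data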;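 also: 0% = Melanotan II alone and 100% = Melanotan II plus saturating MCL0020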
Target sequence (P32245 whole entry, looked up): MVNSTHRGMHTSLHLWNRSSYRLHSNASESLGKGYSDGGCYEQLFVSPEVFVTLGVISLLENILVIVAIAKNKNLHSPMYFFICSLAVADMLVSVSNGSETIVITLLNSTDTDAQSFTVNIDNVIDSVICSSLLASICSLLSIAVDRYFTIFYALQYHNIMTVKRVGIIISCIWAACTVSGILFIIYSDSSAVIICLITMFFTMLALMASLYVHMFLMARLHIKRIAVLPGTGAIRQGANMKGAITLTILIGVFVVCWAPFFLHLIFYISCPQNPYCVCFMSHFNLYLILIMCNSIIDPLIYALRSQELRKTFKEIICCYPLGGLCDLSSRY
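Assay system: U2OS cells stably expressing human melanocortin 4 receptor (MC4R) / Dosing: 6.5 µM / Timing: compound 30 min, challenge 1 h, detection 1 h / Measured by: Eu-cAMP/anti-cAMP TR-FRET, emission 671 nm / Replicates: singlicate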
m5-HT2A agonist = agonists of mouse serotonin 5-HT2A receptor (HTR2A); P35363; CHO-K1 mHTR2A beta-arrestin complementation, luminescence; percent of 30 µM serotonin response; activation, % at 7.6 µM; hit rate 0.66% among 360,000;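 active = activation above a run cutoff, the mean activation of all tested compounds plus 3 SD, cut at about 14% in these data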;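 also: 0% = plate median of compound wells and 100% = 30 µM serotonin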
Target sequence (P35363 whole entry, looked up): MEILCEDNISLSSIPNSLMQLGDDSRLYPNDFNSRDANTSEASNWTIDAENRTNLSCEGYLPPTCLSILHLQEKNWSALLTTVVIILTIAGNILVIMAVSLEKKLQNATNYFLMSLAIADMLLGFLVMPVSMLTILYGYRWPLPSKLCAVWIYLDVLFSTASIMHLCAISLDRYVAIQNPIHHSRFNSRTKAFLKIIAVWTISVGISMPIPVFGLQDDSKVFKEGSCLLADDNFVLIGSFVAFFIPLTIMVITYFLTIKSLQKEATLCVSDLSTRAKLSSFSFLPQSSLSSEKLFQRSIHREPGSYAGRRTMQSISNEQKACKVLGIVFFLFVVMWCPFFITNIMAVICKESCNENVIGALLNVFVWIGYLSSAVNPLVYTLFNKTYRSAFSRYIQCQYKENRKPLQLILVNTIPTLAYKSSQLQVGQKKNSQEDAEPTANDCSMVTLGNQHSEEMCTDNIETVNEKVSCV
Glyco luc inh = N-linked glycosylation inhibition. D54 ERlucT glycosylation luciferase reporter, 24 h; percent of 100 nM tunicamycin response. reporter increase, % at 12.5 µM. hit rate 0.23% among 360,000. AID 588692;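 active = mean luciferase reporter signal, scaled so untreated is 0 and the glycosylation-blocking control 100, at or above a set limit in every replicate; inconclusive = mean reaches the limit but not every replicate does; inactive = mean below the limit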;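 also: luciferase carries N-glycosylation sites so blocking glycosylation raises the light; 0% = median of neutral control wells and 100% = median of 100 nM tunicamycin wells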
ABHD5-PLIN5 inh = inhibitors of human ABHD5-perilipin-5 interaction; inhibition, % at 4 µM; Split G. princeps luciferase complementation, luminescence, 4 h; hit rate 0.78% among 360,000; AID 602281; Q00G26+Q8WTS1;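 active = inhibition above the mean inhibition across every tested compound plus 3 SD, cut at about 22% in these data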;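 also: 0% = DMSO only wells and the 100% control is not disclosed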
MC4R ag barr = activates human MC4R beta-arrestin recruitment | P32245 | U2OS MC4R beta-arrestin complementation, luminescence; percent of melanotan II response, DMSO zero | activation, % at 8.9 µM | hit rate 0.98% among 360,000;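 active = activation above a per-plate cutoff, the mean activation of sample wells on that plate plus 3 SD, cut at about 8% in these data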
hiPSC survival = hiPSC single-cell survival enhancement; survival enhancement, % at 20 µM; ATPlite luminescence; 100% = ROCK inhibitor wells, 0% = DMSO; AID 602274; hit rate 0.044% among 360,000; in the data active = survival enhancement above about 18%;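 also: cells exposed to compounds for 16 hours before the ATP read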
* marks the source's active call; other numbers are inactive results; ? = inconclusive; nt = no result given.

SMILES | ABCB6 inh 2 | Cardio protect | Granule exo inh | aDG glyco act | MC4R antagonist | m5-HT2A agonist | Glyco luc inh | ABHD5-PLIN5 inh | MC4R ag barr | hiPSC survival
Cc1ccc2c(c1)C(=O)OC1(O)C3C4C=CC(C4)C3C(=O)N21 (stereo unspecified) | 95 | 2 | 4 | 0.1 | 2 | 6 | 3 | 6 | -0.6 | 1.1
COc1ccc(C2=Nc3nc(-c4ccccc4)cn3C(c3ccc(OC)cc3)C2)cc1 (stereo unspecified) | 106 | -6 | 0 | 0.0 | 0 | 2 | -2 | -1 | 0.9 | -2.5
Cc1cccc(C)c1NC(=S)N(CCN(C)C)C(C)c1cccnc1 (stereo unspecified) | 95 | 4 | -4 | 1.3 | 7 | -2 | -1 | 1 | -1.2 | 0.3
Cc1ccc(C)c(N2CCN(C(=O)CCCCCn3c(=S)[nH]c4ccc(N5CCOCC5)cc4c3=O)CC2)c1 | 92 | 2 | 5 | 0.3 | 20 | 9 | -8 | 1 | -2.7 | -0.1
CS(=O)(=O)N(CC(=O)Nc1ccc2c(c1)OCO2)Cc1ccccc1 | 100 | 2 | -3 | -0.2 | 4 | -2 | 2 | -5 | -0.8 | -0.9
COC(=O)c1ccccc1NC(=O)Nc1ccc(Br)cn1 | 85 | 2 | 4 | 0.3 | 2 | 1 | -2 | -4 | 0.1 | -0.1
COC(=O)c1[nH]c(C)c(/C(O)=C2\C(=O)C(=O)N(CCCN3CCOCC3)C2c2ccccn2)c1C (stereo unspecified) | 98 | 0 | -3 | 0.1 | 2 | 6 | 2 | 6 | -2.7 | 4.4
CCOC(=O)C1=CN(Cc2cccc(-c3ccc(F)cc3)c2)S(=O)(=O)N(C)C1C (stereo unspecified) | 91 | -16 | -3 | 0.1 | 1 | -6 | -3 | -3 | -0.3 | 0.2
O=C(CCCC(=O)N(c1ccc2c(c1)OCCO2)C(C(=O)NC1CCCCC1)c1ccc(F)cc1)Nc1ccccn1 (stereo unspecified) | 91 | 9 | 2 | 0.5 | 0 | -4 | 4 | 2 | 3.9 | 0.6
O=C(NN=C1CCN(Cc2ccccc2)CC1)C(O)c1ccccc1 (stereo unspecified) | 97 | 3 | -3 | -0.1 | 0 | 4 | 2 | -4 | 0.1 | 1.8
Cc1nn(-c2ccccc2)c(Cl)c1/C=C(\C#N)C(=O)NC(C)C | 96 | 0 | 0 | 0.4 | 7 | -1 | 15 | 15 | -2.4 | -1.2
N=C1C(c2ccc(Br)cc2)=C(O)C2CCc3ccccc3N12 (stereo unspecified) | 99 | 6 | -2 | -0.1 | 12 | 1 | 4 | 3 | -1.6 | -0.8
CCOc1ccccc1C(=O)NC(C)CCc1ccccc1 (stereo unspecified) | 92 | 7 | 42 | 0.0 | 4 | -1 | 1 | -5 | 1.6 | -0.7
COc1ccc2[nH]cc(CCN3C(=O)CCC3=O)c2c1 | 113 | 12 | 0 | 0.1 | 4 | 0 | 1 | -3 | 0.3 | -1.0
CCSc1nnc(NC(=O)[C@@H](NC(=O)c2cccc(C)c2)C(C)C)s1 | 106 | 7 | -5 | 0.0 | 18 | 0 | 1 | 0 | 0.2 | 0.0
CN(C)C(=O)CSc1nc(-c2cccs2)c(-c2cccs2)[nH]1 | 94 | 8 | 12 | 0.2 | 7 | -8 | 0 | -6 | -0.4 | 0.2
C(=N\Nc1nc2ccccc2[nH]1)/c1ccc2ncccc2c1 | 101 | 4 | 16 | 0.0 | -8 | -7 | 45* | 4 | 4.8 | -0.4
O=C(O)c1ccc(N/N=C/c2ccc(-c3ccc(Cl)cc3Cl)o2)cc1 | 99 | -7 | -1 | 0.0 | 14 | -3 | ? | 4 | 1.6 | 0.2
CCC(OC(=O)c1cccs1)C(=O)NCc1ccc2c(c1)OCO2 (stereo unspecified) | 88 | 1 | -1 | 0.0 | 10 | -3 | 1 | -3 | -1.7 | -1.0
OCCOc1ccc(CN2CCCC(N3CCN(c4ccc(F)cc4)CC3)C2)cc1 (stereo unspecified) | 102 | 1 | 2 | 0.0 | 9 | -7 | 0 | 4 | -0.4 | 0.3
CC(=O)N1N=C(c2ccco2)CC1c1ccc(Br)cc1 (stereo unspecified) | 95 | -1 | 0 | -0.2 | -4 | -3 | 0 | 8 | -0.7 | -1.1
COc1ccc(-c2sc3cc4c(cc3c2C#CCO)OCO4)cc1 | 101 | -8 | -1 | 0.3 | 11 | -2 | 10 | 0 | 0.1 | 1.7
O=C(c1cc2c(s1)CCCC2)N1CCN(Cc2ccc3c(c2)OCO3)CC1 | 102 | -7 | -2 | 0.1 | 9 | 3 | -3 | 7 | 0.5 | 4.1
Cc1ccc(NC(=O)c2ccc(OCC3CCCO3)cc2)nc1 (stereo unspecified) | 96 | -14 | -2 | -0.3 | 4 | 4 | -11 | 17 | 0.3 | -0.2
CCOc1ccc(C2N(c3cc(Cl)ccc3OC)C(=O)C3CCCN32)cc1OC (stereo unspecified) | 99 | 1 | -2 | 0.1 | -4 | -5 | -1 | 6 | -0.7 | -3.0
CC1=C(C(=O)N(C)C)CC(CC(=O)NCc2cccs2)C(=O)N1Cc1ccc(C(C)(C)C)cc1 (stereo unspecified) | 98 | 2 | 0 | -0.1 | nt | 5 | 6 | 6 | nt | -0.8
CCOc1ccc(OCCC(=O)OCC(=O)N2CCN(S(=O)(=O)c3ccc(Cl)cc3)CC2)cc1 | 98 | -7 | -7 | 0.8 | 6 | 2 | -3 | 4 | -3.9 | 0.0
O=C(NCc1cccnc1)c1cc(S(=O)(=O)N2CCCCC2)ccc1Cl | 97 | -1 | -1 | 0.2 | 1 | 0 | -2 | 2 | -0.6 | -1.2
CC(=O)C1=C(C)NC(=O)CC1c1ccccc1Cl (stereo unspecified) | 97 | 11 | 2 | 0.1 | 1 | 4 | 0 | 6 | -1.9 | 2.1
CCC1CCCCN1C(=O)CSc1nnc(-c2c[nH]c3ccccc23)o1 (stereo unspecified) | 99 | 2 | -2 | 0.2 | 4 | 2 | -2 | -2 | 0.5 | -2.4
COc1ccccc1C(=O)OCC(=O)c1cccc([N+](=O)[O-])c1 | 104 | 1 | -1 | 0.0 | 18 | 1 | 0 | 5 | 1.3 | 0.4
CCOC(=O)/C(C#N)=C/c1c(N2CCN(c3ccccc3)CC2)nc2c(C)cccn2c1=O | 93 | 8 | 1 | 0.0 | 10 | -2 | -3 | 2 | -0.8 | -0.2
O=C1CC(N2CCC(c3nc4ccccc4s3)CC2)C(=O)N1 (stereo unspecified) | 90 | -1 | -3 | -0.5 | 10 | 2 | -1 | 0 | -1.9 | -1.0
CCCCC(=O)NC(c1ccc(C(C)C)cc1)c1ccc2cccnc2c1O (stereo unspecified) | 92 | 51* | 55 | 0.4 | 4 | 2 | -12 | 13 | -3.2 | -0.5
CCOC(=O)C1C2C=CC3(CN(c4ccc(Cl)c(F)c4)C(=O)C13)O2 (stereo unspecified) | 94 | 2 | -2 | 0.1 | 6 | -1 | 1 | -1 | -0.4 | -0.3
O=C(Nc1ccc(Cl)c(NC(=O)c2cccs2)c1)c1ccco1 | 99 | 3 | -3 | 0.0 | -1 | -1 | -8 | 3 | 0.9 | -0.4
COc1ccc(NC(=O)Nc2cccc(C(=O)N3CCOCC3)c2)cc1OC | 106 | -2 | 3 | -0.2 | 0 | 3 | 2 | 6 | -0.5 | 0.3
O=C(Oc1c(-c2ccccc2)c(=O)n2c3c(cccc13)CC2)c1ccc(Cl)cc1 | 99 | 3 | -9 | -0.1 | 6 | -1 | 5 | 2 | 0.6 | -0.4
COc1ccccc1OCC(=O)Nc1ccccn1 | 101 | -14 | -2 | 0.0 | 1 | -2 | -13 | -4 | -2.1 | -1.4
CCN(CC)CCN1C(=O)c2cccc3cc(N)cc(c23)C1=O | 129 | 13 | ? | 0.0 | -34 | 8 | 60* | 6 | 0.1 | 0.2
COC(=O)COc1ccc(S(=O)(=O)Nc2ccc3c(c2)OCO3)cc1Cl | 100 | 4 | -2 | 0.0 | 8 | 8 | 2 | -2 | 2.7 | -1.7
Cc1ccc(S(=O)(=O)NNc2nc3ccccc3nc2C(F)(F)F)cc1 | 107 | 14 | -3 | 0.0 | -2 | 4 | 2 | -15 | -2.0 | 9.2
S=C(NCc1ccccc1)NCc1ccc(CNC(=S)NCc2ccccc2)cc1 | 99 | -2 | 4 | 0.8 | 6 | -6 | -6 | -4 | -2.4 | 0.5
N#Cc1c(N)n(C2CCCCC2)c2nc3ccccc3nc12 | 105 | -11 | 0 | 0.8 | -8 | -3 | 10 | -13 | 3.9 | -1.1
O=S(=O)(Nc1ccc(O)c(CN2CCCCC2)c1)c1ccccc1 | 103 | 12 | 0 | 0.3 | 6 | 2 | -4 | -2 | -1.1 | 2.4
Cc1c(C(=O)NCc2ccccc2CN2CCCC2)oc2ccc(F)cc12 | 90 | -5 | -3 | 0.0 | 3 | -16 | -3 | -4 | -5.3 | -0.2
Cc1ccc(S(=O)(=O)Cn2nnnc2C(CC(C)C)N2CCN(C)CC2)cc1 (stereo unspecified) | 96 | 8 | 3 | 0.0 | 3 | -4 | -1 | 5 | 3.2 | -0.8
NS(=O)(=O)c1ccc(CCNC(=O)CNCCc2ccccc2)cc1 | 95 | 7 | -2 | -0.1 | 4 | -2 | 2 | 8 | -0.4 | -0.5
CN(C)S(=O)(=O)c1ccc(C(=O)Nc2nnc(SCc3cccc(F)c3)s2)cc1 | 98 | 5 | 0 | -0.5 | 5 | 4 | 2 | 2 | 2.5 | 2.2
CN(Cc1ccon1)Cc1cn[nH]c1-c1ccc(-c2ccccc2)cc1 | 97 | -2 | -4 | 0.3 | 15 | -2 | -2 | -1 | 0.1 | 3.8
O=C1CSc2ccc(S(=O)(=O)CCC(=O)NC3CCCCC3)cc2N1 | 99 | -1 | -1 | 0.0 | -1 | 2 | -3 | 3 | -0.1 | 0.0
Cc1c(C)c(C)c(C(=O)c2ccc(NC(=O)c3ccccc3C(=O)O)cc2)c(C)c1C | 98 | -1 | 4 | -0.1 | 2 | -2 | 1 | 4 | -1.2 | -0.1
O=C1N[C@@H](Cc2cnc[nH]2)C(=O)N2CCC[C@@H]12 | 104 | 7 | 4 | 0.0 | 2 | 1 | 1 | -1 | -0.3 | 3.8

Some of the entries so far, in CSV form.
compound,ABCB6 inh 2,Cardio protect,Granule exo inh,aDG glyco act,MC4R antagonist,m5-HT2A agonist,Glyco luc inh,ABHD5-PLIN5 inh,MC4R ag barr,hiPSC survival
CN(Cc1ccon1)Cc1cn[nH]c1-c1ccc(-c2ccccc2)cc1,97,-2,-4,0.3,15,-2,-2,-1,0.1,3.8
O=C1CSc2ccc(S(=O)(=O)CCC(=O)NC3CCCCC3)cc2N1,99,-1,-1,0.0,-1,2,-3,3,-0.1,0.0
Cc1c(C)c(C)c(C(=O)c2ccc(NC(=O)c3ccccc3C(=O)O)cc2)c(C)c1C,98,-1,4,-0.1,2,-2,1,4,-1.2,-0.1

Screens from PubChem BioAssay.
